Screening data as filed in PubChem.
PPARg SRC1 recr: PPARgamma-driven SRC-1 recruitment agonism | P37231 | PPARgamma-SRC-1 coactivator recruitment biochemical assay | activation, % at 8 µM | 200,000 compounds, 0.41% hits; in the data active = activation above about 19%;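 also: 0% = DMSO and 100% = reference agonist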
Target sequence (P37231 whole entry, looked up): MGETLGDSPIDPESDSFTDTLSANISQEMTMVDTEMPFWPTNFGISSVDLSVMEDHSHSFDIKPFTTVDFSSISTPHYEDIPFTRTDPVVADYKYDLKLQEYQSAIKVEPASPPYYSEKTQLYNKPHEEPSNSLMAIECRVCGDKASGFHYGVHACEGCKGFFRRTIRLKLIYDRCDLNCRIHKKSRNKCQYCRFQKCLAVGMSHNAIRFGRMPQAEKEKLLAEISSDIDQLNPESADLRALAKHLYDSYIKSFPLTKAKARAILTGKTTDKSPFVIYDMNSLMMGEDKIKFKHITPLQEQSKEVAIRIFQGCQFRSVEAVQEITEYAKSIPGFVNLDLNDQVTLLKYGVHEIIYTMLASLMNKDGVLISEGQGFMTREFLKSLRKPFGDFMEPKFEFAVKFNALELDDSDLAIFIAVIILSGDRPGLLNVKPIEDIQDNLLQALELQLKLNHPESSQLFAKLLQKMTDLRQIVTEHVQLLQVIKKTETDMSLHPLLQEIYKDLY
PPARg SRC2 recr: agonists of SRC-2 recruitment by human PPARgamma. P37231. PPARgamma LBD-SRC-2 recruitment, biochemical. activation, % at 8 µM. 200,000 compounds, 0.34% hits; in the data active = activation above about 22%;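 also: 0% = vehicle and 100% = reference agonist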
ROMK mod: modulators of human ROMK potassium channel; B-score at 10 µM; 130,000 compounds, 2% hits; Tet-inducible ROMK, thallium flux fluorescence; actives lie on both sides; P48048;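 active = signal ratio slope over the read window, or its plate-corrected B-score, at least 3 SD from the plate mean, either direction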;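 also: B-score of the F/F0 ratio slope over 7 to 12 s after thallium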
Target sequence (P48048 whole entry, looked up): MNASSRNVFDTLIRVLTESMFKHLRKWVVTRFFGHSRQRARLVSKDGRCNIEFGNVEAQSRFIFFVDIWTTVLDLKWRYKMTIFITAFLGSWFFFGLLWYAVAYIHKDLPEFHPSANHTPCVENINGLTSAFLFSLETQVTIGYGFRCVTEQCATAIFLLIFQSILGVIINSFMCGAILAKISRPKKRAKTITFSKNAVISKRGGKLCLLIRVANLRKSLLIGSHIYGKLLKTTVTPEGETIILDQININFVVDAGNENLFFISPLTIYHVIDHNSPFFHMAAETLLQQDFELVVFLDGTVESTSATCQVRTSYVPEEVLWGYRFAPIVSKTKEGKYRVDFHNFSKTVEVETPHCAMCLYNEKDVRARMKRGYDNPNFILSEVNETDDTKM
TLR4-MyD88 BLA: TLR4-MyD88 interaction inhibition in cells | HeLa CL3-4 TLR4/MyD88 BLA complementation, FRET ratio | AID 861 | 200,000 compounds, 0.18% hits | O00206+Q99836 | inhibition, % at 8.4 µM; in the data active = inhibition above about 25%;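 also: 0% = vehicle and 100% = reference inhibitor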
STAT1 blocker: inhibitors of IFN-gamma induced STAT1 signaling. inhibition, % at 5.5 µM. NIH 3T3 STAT1-luciferase reporter, luminescence. 200,000 compounds, 0.35% hits;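 active = inhibition above a set limit, the mean inhibition across all tested compounds plus 3 SD, cut at about 34% in these data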;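 also: 0% = IFN-gamma with DMSO and 100% = IFN-gamma with 300 µM nifuroxazide; values of inactives mirror those of a sister screen read the other way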
STAT3 activator: activators of IL-6 induced STAT3 signaling; AID 871; 190,000 compounds, 0.91% hits; U3A cells, IL-6 STAT3-luciferase reporter, luminescence; 100% = signal with IL-6 EC80 alone; activation (% of control), % at 5.6 µM;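 active = activation above the screen-wide mean of compound activation plus 3 SD, cut at about 130% in these data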;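 also: 0% = background luminescence of wells with medium and substrate only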
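Material: STAT1-lacking human U3A cells, STAT3 luciferase reporter | Benchmarks: IL-6-only wells as 100% reference | Probe or stimulus: IL-6 (33 ng/mL) | Timing: Compound 1 h, then IL-6 6 h at 37 °C | Detection: Luminescence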
STAT3 inh: inhibitors of IL-6 induced STAT3 signaling. U3A cells, IL-6 STAT3-luciferase reporter, luminescence; host cell line lacks STAT1. inhibition, % at 5.5 µM. 190,000 compounds, 0.89% hits. AID 862;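 active = inhibition above the mean inhibition across all screened compounds plus 3 SD, cut at about 44% in these data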;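 also: 0% = DMSO only wells and 100% = 100 µM nifuroxazide control wells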
PPARg SRC3 recr: PPARgamma-driven SRC-3 recruitment agonism | activation, % at 8 µM | 200,000 compounds, 0.26% hits | biochemical PPARgamma/SRC-3 coactivator recruitment assay | P37231; in the data active = activation above about 23%;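 also: 0% = DMSO and 100% = reference agonist; some compounds past the cut are filed as inactive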
S1P3 antagonist: blocks the human S1P3 receptor. CHO S1P3 NFAT-BLA reporter, FRET fluorescence, antagonist mode. inhibition, % at 4.98 µM. 170,000 compounds, 0.27% hits;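 active = inhibition above the plate cutoff, the mean inhibition of test wells on that plate plus 3 SD, cut at about 28% in these data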;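 also: cells challenged with S1P at its EC80 of 0.8 µM; blue over green emission ratio from cleaved BLA substrate after 4 h stimulation; 0% = S1P-stimulated wells and 100% = unstimulated DMSO-only wells; some compounds past the cut are filed as inactive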
RAM network inh: inhibitors of the yeast RAM network. S. cerevisiae dse1pr::URA3 reporter, 5-FOA growth OD615, 2 d; analog-sensitive cbk1-as2 kinase mutant strain. inhibition, % at 50 µM. AID 868. 190,000 compounds, 1.8% hits;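 active = inhibition above a set limit, 3 SD over mean compound inhibition, cut at about 8.4% in these data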;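 also: 0% = DMSO-only wells with no growth and 100% = 10 µM 1-NA-PP1 full growth; inhibition rescues growth on 5-FOA so higher OD means more RAM inhibition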
SRC2 TRFRET art: TR-FRET artefact, counter-screen to PPARgamma/SRC-2 agonist assay; TR-FRET ratio at 8 µM; 200,000 compounds, 0.4% hits; active compounds read high; AID 1049; in the data active = TR-FRET ratio above about 2000; also: inactives centre near 1500
Starred values were filed as active, the others as inactive; · = no result given.

SMILES	STAT3 activator	RAM network inh	PPARg SRC2 recr	ROMK mod	STAT3 inh	PPARg SRC3 recr	STAT1 blocker	PPARg SRC1 recr	SRC2 TRFRET art	TLR4-MyD88 BLA	S1P3 antagonist
Cc1cc(N2CCCC2)nc2c(C)cccc12	102	0.5	4	-0.74	4	-3	1	-3	1547	7	-10
NC(=O)CCS(=O)(=O)CCN1CCCCC1	96	0.9	-9	·	8	-11	1	6	1412	3	9
COc1ccc(C2C(=O)N(C3CCCCC3)CC(=O)N2C2CCCCC2)cc1 (configuration not stated)	107	-0.9	-1	-0.28	-2	-2	6	2	1329	-13	·
CCOC1(/N=C(\C)NS(=O)(=O)c2ccc(Cl)cc2)C(C)=CC(=O)C=C1C	102	-0.4	-8	-0.011	5	2	-7	2	1421	1	5
Brc1cccc(CN2CCCCCCC2)c1	105	2.0	2	-0.52	-6	-3	3	-2	1537	12	·
CCOc1ccc(NC(=O)Cn2nnc(-c3ccccc3F)n2)cc1	105	3.4	1	0.36	-3	-5	-6	7	1593	-1	-6
COCCCNc1nc(=S)[nH]c2cc(OC)c(OC)cc12	97	1.6	1	0.2	9	-4	1	2	1420	3	15
CC(Oc1ccccc1F)C(=O)/C=C/N(C)C (configuration not stated)	111	-1.7	-4	·	-5	9	-5	-5	1476	-17	·
CO/N=C(\Cn1ncc(N2CCCC2)c(Br)c1=O)c1ccc(Cl)cc1	96	1.1	15	-0.79	12	1	6	4	1559	0	·
COc1ccc(NS(=O)(=O)c2ccc3nc(COc4ccc(C#N)cc4)[nH]c3c2)cc1	107	1.9	-5	0.71	-4	-2	-3	-8	1431	11	-9
O=C(CSc1nc2ccccc2o1)NCC(=O)c1ccccc1	93	2.8	3	-1.1	14	1	1	4	1387	2	9
CCOC(=O)C1CCN(C2CC(=O)N(c3ccc(OCC)cc3)C2=O)CC1 (configuration not stated)	98	-0.1	2	·	6	6	4	-5	1642	3	8
CCOCCc1nnc(NC(=O)CSc2ccccc2)s1	111	2.5	6	·	-13	-17	-3	-4	1443	-10	16
COC(=O)CCCC(=O)N1CCCC(CNS(=O)(=O)c2ccc(OC)cc2)C1 (configuration not stated)	101	1.0	2	-0.084	4	2	3	2	1705	-7	-10
O=C(O)C1C2C=CC(C2)C1C(=O)N1CCc2ccccc21 (configuration not stated)	111	1.3	-5	·	-9	-2	-4	-5	1445	7	-23
CCC(CC)C1C(C#N)=C(N)Oc2n[nH]c(C)c21 (configuration not stated)	93	1.5	-6	-0.48	8	-4	4	-1	1482	-2	·
O=C(COc1ccccc1)NCC(=O)N/N=C/c1ccco1	90	0.1	9	·	14	6	-4	7	1673	5	4
CC(C)OC(=O)CN1C(=O)S/C(=C/c2ccc(N3CCCCC3)o2)C1=O	86	1.6	5	-2.4	18	-1	0	4	1627	2	·
O=C(CSc1nc2[nH]ncc2c(=O)n1-c1ccccc1Cl)N1CCCC1	97	4.1	6	0.56	6	3	4	11	1732	-13	-1
O=C(NCCc1ccccc1)C(=O)NCC1(c2ccccc2)CCCC1	97	3.4	4	·	7	16	5	7	1581	-6	·
Cc1ccc(Oc2ncc(CN3CC(C)OC(C)C3)s2)cc1 (configuration not stated)	96	0.8	6	·	14	14	-4	4	1557	-11	·
CC(C)CSc1nc2ccccc2n1CC(N)=O	96	-1.6	5	0.84	9	-1	6	5	1671	2	14
O=C(O)c1cccc(NC(=S)NC(=O)c2ccncc2)c1	92	1.8	9	-0.23	12	7	7	14	1625	5	4
CCn1cc(CNCc2ccc(OCC(O)CN(C)Cc3ccccc3)cc2)cn1 (configuration not stated)	102	-0.7	-2	-0.45	4	-7	9	-2	1504	11	-6
COc1cccc(-n2c(Cc3cc(=O)[nH]c(=O)[nH]3)nnc2SCC(=O)N2CCCC2)c1	101	0.9	8	-0.2	2	0	0	-1	1433	3	1
COCCNC(=O)CN(CCc1ccccc1)S(=O)(=O)c1ccc(OC)cc1	99	0.5	-5	0.0063	-2	-9	-1	-3	1181	11	·
CCCCNC(=O)CSc1nc2cc3c(cc2c(=O)n1CCC(=O)NCCc1ccc(OC)c(OC)c1)OCO3	98	4.0	-4	0.6	4	-1	3	8	1446	1	-4
COCCn1c(=N)c(C(=O)NCc2ccco2)cc2c(=O)n3ccccc3nc21	109	2.2	1	-0.18	-4	-3	-10	-4	1451	-1	-19
COc1ccccc1NC(=O)CCSc1nnc(-c2ccco2)o1	105	-0.1	-3	-0.017	-3	4	-2	0	1694	-7	-11
O=c1n(-c2ccccc2)c(=O)n2n1CCC2	100	0.9	-4	0.36	4	6	11	5	1656	8	-13
CCn1c(SCC(=O)Nc2oc(-c3ccccc3)c(-c3ccccc3)c2C#N)nnc1-c1cc(OC)cc(OC)c1	102	5.5	7	0.8	5	-3	-1	3	1456	7	·
O=C(O)CCC(=O)c1ccc2c(c1)OCCO2	102	0.0	5	·	7	12	1	1	1580	-16	-33
Cn1nnc2cc(NC(=O)N3CCN(c4ccccn4)CC3)ccc21	100	1.4	3	·	2	17	0	1	1707	-4	34
COCCCNC(=O)c1ccc(N2CCCC2)c(NS(=O)(=O)c2ccc(C)cc2)c1	103	0.7	-1	1.2	2	2	8	2	1678	-8	1
CC(=O)Nc1sc2c(c1C(=O)N1CCOCC1)CCCCC2	98	0.1	0	·	6	8	5	-2	1576	12	12
CC(=O)N1N=C(c2cccc(Br)c2)OC12CCCC2	86	2.2	7	-1	26	-6	0	4	1636	6	3

3 compounds from above, sorted by their value in ROMK mod, lowest first.
| mol | ROMK mod |
| --- | --- |
| O=C(CSc1nc2ccccc2o1)NCC(=O)c1ccccc1 | -1.1 |
| Cc1cc(N2CCCC2)nc2c(C)cccc12 | -0.74 |
| COc1ccccc1NC(=O)CCSc1nnc(-c2ccco2)o1 | -0.017 |

Additional structures
SMILES	STAT3 activator	RAM network inh	PPARg SRC2 recr	ROMK mod	STAT3 inh	PPARg SRC3 recr	STAT1 blocker	PPARg SRC1 recr	SRC2 TRFRET art	TLR4-MyD88 BLA	S1P3 antagonist
CCCCCCCCCCSc1n[nH]c(NC(C)=O)n1	110	3.2	-4	0.69	-4	-1	-2	-4	1369	7	·
Cc1ccc(CC(NC(=O)c2ccccc2)C(=O)NCC(=O)O)cc1 (configuration not stated)	97	0.9	9	0.36	4	0	-3	4	1624	-7	·
Cc1cccc(NC(=O)C(=O)NCc2ccc3c(c2)OCO3)c1C	108	1.0	1	0.92	0	0	3	-1	1427	0	-4
C=CCNc1cnn(-c2ccc(C)cc2)c(=O)c1Sc1ccc(C)cc1	83	-0.3	-1	-1.3	26	0	-5	10	1686	-9	-5
COC(=O)Nc1nnc(-c2ccccc2Cl)s1	85	1.9	-7	·	21	-9	-30	6	1393	-4	-54
COC(=O)C1=C(C)N(CC2CCCO2)C(=O)C1 (configuration not stated)	108	0.2	2	-0.076	-6	1	3	2	1564	-2	-2
CN(C)c1nc2c(c(=O)[nH]c(=O)n2C)n1Cc1ccccc1Br	86	0.4	-1	·	19	2	12	-3	1708	1	4
CN(C1CCCCC1)S(=O)(=O)c1ccc(NC(=S)NC(=O)c2cccs2)cc1	99	2.5	1	·	6	8	-3	-5	1609	-10	·
CCCC(c1nnnn1CC(=O)OCC)N(Cc1cc2ccc(C)cc2[nH]c1=O)C1CCCC1 (configuration not stated)	102	2.8	8	-0.26	2	3	1	7	1482	0	-17
CCN(CC)S(=O)(=O)c1cccc(NC(=O)COc2ccc(C#N)cc2OC)c1	99	4.0	0	0.27	-1	1	8	-3	1656	-15	-11
CCC(=O)NS(=O)(=O)c1ccc(N=NN2CCCCC2)cc1	99	0.4	9	1.5	-2	2	-1	2	1714	-10	-3
Cc1ccc(N=Cc2c(O)n(-c3ccc4c(c3)OCO4)c(=O)c3ccccc23)cc1	69	2.1	-4	2.2	37	3	5	0	1638	8	·
C#CCOC(=O)CCCC(=O)NCCCCCCCC	96	-0.1	12	-0.5	9	2	5	8	1691	4	-32
CCCc1[nH][nH]c(=O)c1C(c1ccc(Cl)cc1)C(C#N)C#N (configuration not stated)	100	2.4	8	-1.3	4	2	-1	0	1528	-6	·
COc1ccc(S(=O)(=O)NCC2CCCN(C(=O)CNC(C)=O)C2)cc1 (configuration not stated)	104	-1.0	6	-0.26	2	-5	-3	-2	1570	2	-12
CCOc1cccc2cc(C(=O)Nc3ccccc3-c3ccccc3)c(=O)oc12	97	3.6	-9	·	6	1	12	-4	1460	-3	8
O=C(CSc1ncnc2scc(-c3ccc(F)cc3)c12)c1ccc2c(c1)OCCO2	101	3.7	11	0.0039	-4	6	0	-2	1626	-6	-16
CN1CCN(C(=O)CSc2nc(-c3cccs3)ccc2C#N)CC1	118	1.4	5	0.41	-16	17	4	2	1573	12	·
O=C(N/N=C/c1cccs1)C(=O)Nc1cccc(Cl)c1	85	2.0	-1	0.15	19	-4	-11	-10	1383	-2	-25
CCOC(=O)C(C)C1(O)c2ccccc2-c2ncccc21 (configuration not stated)	105	1.6	3	0.29	-3	-4	3	9	1583	-3	·
CCOC(=O)N1CCN(CC(=O)c2c[nH]c3ccc(F)cc23)CC1	97	0.5	7	-0.36	8	3	4	-2	1392	5	·
CC(NC(=O)Cc1ccsc1)c1ccc(S(N)(=O)=O)cc1 (configuration not stated)	101	0.5	4	·	5	3	-6	11	1582	10	·
C=CCC(=O)OCC(=O)Nc1ccc(Oc2ccccc2)cc1	110	·	1	0.0051	-5	-3	6	-1	1328	6	·
Cc1c(Cl)cccc1N(CC(=O)N1CCCCCC1)S(C)(=O)=O	106	0.5	-2	·	-3	4	-9	-6	1661	0	-25
CCOC(=O)C(NCCc1ccc(F)cc1)(NC(=O)CC)C(F)(F)F (configuration not stated)	107	0.3	0	0.19	-4	4	-1	4	1674	-8	1
O=C(c1ccc2c(c1)OCO2)C1CCCN(C(=O)Nc2ccc(F)cc2F)C1 (configuration not stated)	93	-1.1	-1	-0.46	12	0	-2	-14	1458	5	-5
COCCCN(CC(=O)O)S(=O)(=O)c1ccccc1	101	-1.4	4	0.46	2	-1	-7	-3	1415	-7	-3
CC(=O)C(C)Oc1ccc2c3c(c(=O)oc2c1)CCCCC3 (configuration not stated)	113	2.0	5	·	-11	11	-21	-4	1399	-2	9
Cc1cc(C)nc(NC2=NCCN2C(=O)Nc2ccc(Cl)c(Cl)c2)n1	105	·	6	-0.13	-4	-2	1	3	1697	-14	-3
O=C(NCC(c1cccnc1)N1CCN(c2ccccc2)CC1)C1CCCCC1 (configuration not stated)	103	0.3	3	-0.75	0	-8	5	4	1425	9	-67
